# SENP8 block-1: inhibitors of human SENP8 protease. Q96LD8. purified SENP8, Z-RLRGG-aminoluciferin cleavage, luminescence. inhibition, % at 10 µM. 330,000 compounds, 1.2% hits. AID 2540; in the data active = inhibition above about 50%
# SENP7 block: SENP7 protease inhibition | Q9BQF6 | recombinant SENP7, Z-RLRGG-aminoluciferin luminescence, 40 min | inhibition, % at 5 µM | 330,000 compounds, 1.5% hits;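 active = inhibition above about 50% at the single test dose, limit read from the data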;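 also: plate controls were DMSO with enzyme for no effect and no enzyme buffer wells for full effect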
# Target sequence (Q9BQF6 706-1050 limits assumed): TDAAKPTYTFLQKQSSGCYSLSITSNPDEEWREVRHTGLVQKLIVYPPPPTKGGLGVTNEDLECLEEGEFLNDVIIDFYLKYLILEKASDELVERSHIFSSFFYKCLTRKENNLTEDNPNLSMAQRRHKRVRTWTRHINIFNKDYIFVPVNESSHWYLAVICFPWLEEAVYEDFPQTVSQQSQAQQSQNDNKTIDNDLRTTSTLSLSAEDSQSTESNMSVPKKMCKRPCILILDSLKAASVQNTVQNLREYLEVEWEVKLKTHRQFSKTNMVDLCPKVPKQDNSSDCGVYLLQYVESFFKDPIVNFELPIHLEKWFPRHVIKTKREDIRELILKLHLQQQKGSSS
# SENP8 block-2: SENP8 (human) protease inhibition; recombinant SENP8, Nedd8 substrate fluorescence; inhibition, % at 20 µM; AID 602440; Q96LD8; 360,000 compounds, 0.64% hits; in the data active = inhibition mostly above about 40%, no sharp cut-off; inactive = mostly below about 27%
# SENP6 inh: SENP6 protease inhibition | 330,000 compounds, 1.8% hits | AID 2599 | Q9GZR1 | inhibition, % at 10 µM | Recombinant SENP6 catalytic domain, aminoluciferin luminescence;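 active = inhibition above about 50% at the single tested dose, limit read from the data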;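 also: plate controls were DMSO wells with enzyme for no effect and DMSO wells lacking enzyme for full effect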
# Target sequence (Q9GZR1 628-1112 limits assumed): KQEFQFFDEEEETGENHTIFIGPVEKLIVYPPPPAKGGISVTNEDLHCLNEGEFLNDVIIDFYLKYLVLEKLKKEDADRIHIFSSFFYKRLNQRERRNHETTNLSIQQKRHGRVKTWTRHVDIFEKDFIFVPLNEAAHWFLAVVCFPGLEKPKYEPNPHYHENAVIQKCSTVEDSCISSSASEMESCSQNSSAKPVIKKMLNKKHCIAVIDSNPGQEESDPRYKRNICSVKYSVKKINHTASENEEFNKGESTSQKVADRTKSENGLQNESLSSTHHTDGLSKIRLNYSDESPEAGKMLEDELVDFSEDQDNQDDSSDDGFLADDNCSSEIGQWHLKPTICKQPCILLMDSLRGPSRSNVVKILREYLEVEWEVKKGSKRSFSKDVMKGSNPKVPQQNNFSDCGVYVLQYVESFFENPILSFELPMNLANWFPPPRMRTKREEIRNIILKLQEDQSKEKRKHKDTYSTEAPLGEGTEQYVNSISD
# A3G deaminase: blocks human APOBEC3G single-stranded DNA deamination | recombinant A3G, ssDNA deamination FAM/TAMRA fluorescence | Q9HC16 | inhibition, % at 20 µM | 330,000 compounds, 0.28% hits | AID 493012;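 active = inhibition of at least 40% at 20 µM, with no more than 30% in the related APOBEC3A deaminase screen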;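 also: plate controls were DMSO wells with A3G for no effect and wells lacking A3G enzyme for full effect; some compounds called inactive have numbers as strong as hits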
# Apaf-1 inh: blocks human Apaf-1 apoptosome activity; reconstituted apoptosome caspase-3 activity, DEVD-Rh110 fluorescence; inhibition, % at 20 µM; 330,000 compounds, 0.71% hits; active = inhibition of at least 40% at 20 µM;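 also: plate controls were DMSO wells for no effect and DEVD-CHO caspase inhibitor wells for full effect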
#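 Material: reconstituted apoptosome with Apaf-1, cytochrome c, caspase-9, procaspase-3, dATP. Technique: Rh110 fluorescence intensity. Buffer or medium: pH 7.5 Hepes buffer with CHAPS, BSA, DTT. Times: 30 min plus 50 min, RT.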
# SENP1 FRET inh: SENP1 (human) catalytic domain inhibition | 360,000 compounds, 0.21% hits | inhibition, % at 10 µM | recombinant SENP1 catalytic domain, CyPet-SUMO1-YPet FRET cleavage;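 active = inhibition at least 30% at 10 µM, raw YFP signal under a set limit, fluorescence ratio 0.5 to 1.5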;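 also: 0% = enzyme with DMSO and 100% = no enzyme wells; some results filed as inactive read as strong as hits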
#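 Test system: recombinant human SENP1 catalytic domain, His6-tagged / Medium: pH 8 Tris buffer with EDTA, NaCl, BME, BSA, NP40, catalase / Also added: SUMO1 FRET substrate flanked by Cypet and Ypet, 25 nM / Times: 50 min reaction at room temperature / Signal: FRET, CFP and YFP emission / Control set: no-enzyme low control and enzyme-plus-DMSO high control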
# UBC13 inh: inhibitors of human UBC13 polyubiquitin chain formation | inhibition, % at 20 µM | AID 485273 | 330,000 compounds, 0.47% hits | TR-FRET; in the data active = inhibition above about 45%, passing the limit was not always enough; inconclusive = no clear call, values can overlap the other calls
# Target sequence (P61088 whole entry, looked up): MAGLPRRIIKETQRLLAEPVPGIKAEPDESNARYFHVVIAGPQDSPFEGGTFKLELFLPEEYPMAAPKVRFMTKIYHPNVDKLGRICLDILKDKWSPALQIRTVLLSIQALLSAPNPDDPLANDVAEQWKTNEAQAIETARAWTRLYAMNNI
# Active calls of the source: *; ? = inconclusive; · = not tested or not shown.
SMILES,SENP8 block-1,SENP7 block,SENP8 block-2,SENP6 inh,A3G deaminase,Apaf-1 inh,SENP1 FRET inh,UBC13 inh
CCN(CC)Cc1c(CC(C)C)oc(C)c1C(=O)O,-2,-2,7,-184,-3,-14,3,0
C=C(C)CSc1nnc(CCNC(=O)OC(C)(C)C)o1,-8,-18,11,1,-11,6,6,-4
C=CCNC(=S)Nc1ccccc1,0,9,0,-18,11,-3,3,-2
CCCC(=O)NC(c1ccc(Cl)cc1Cl)c1ccc2cccnc2c1O (stereo unspecified),-10,9,3,-10,-7,-1,2,-12
CCn1c(CNc2ccc(F)cc2)nnc1SCC#N,-2,6,17,1,-1,-11,0,10
CCCn1c(=O)c2c(nc3n2CCN3Cc2ccco2)n(C)c1=O,11,-5,0,21,-5,-9,-1,0
CC1CC(C)CN(C(=O)c2ccc3c(c2)N(Cc2ccccc2)CCS3)C1 (stereo unspecified),8,-4,-415,7,-5,15,0,25
O=C(COC(=O)c1cccs1)Nc1ccc(Cl)cn1,-10,-2,2,-6,-6,-4,1,15
O=C(c1ccc(N2C(=O)CCC2=O)cc1)N1CCOCC1,-3,-1,3,-30,-1,-29,4,-6
CC1CSC(N(C(=O)c2ccc(S(C)(=O)=O)cc2)c2ccc(Cl)cc2)=N1 (stereo unspecified),-10,-5,12,-22,-4,3,-1,6
COc1cccc(OCC(O)CN2CCN(CCN3C(=O)c4cccc5cccc(c45)C3=O)CC2)c1 (stereo unspecified),-12,-6,-8,-25,-8,3,0,61*
CC(=O)Nc1ccc(C(=O)OCC(=O)NCc2cccs2)cc1,1,5,11,8,0,-13,0,6
CCC/C=C1/CCCOC(C(=O)NCc2ccc(C)o2)(C(F)(F)F)C1 (stereo unspecified),-12,-2,8,4,-11,22,-1,-6
CC1(C)CC2CC(C)(CN2C(=O)CCCN2C(=O)c3ccccc3C2=O)C1 (stereo unspecified),12,4,34,-20,-4,-8,0,3
CC(NC(=O)COC(=O)CN1C(=O)C2CCCCC2C1=O)c1ccccc1 (stereo unspecified),1,-6,5,0,-8,-7,2,4
CCCCc1ccc(S(=O)(=O)Nc2nnc(C)s2)cc1,-9,-7,5,-16,-5,10,1,-10
CC(C)(C)CC(=O)Nc1cccc(-c2cn3cccnc3n2)c1,0,-9,-368,-3,-5,-7,-4,13
CCCC(=O)Nc1c(O)c2ccccc2[nH]c1=O,-4,4,2,-16,-4,7,1,-16
COc1ccccc1Nc1nnc(SC(C)C(=O)NC2CC2)s1 (stereo unspecified),-12,1,12,-1,-6,-16,1,10
CSCCC(NC(=O)c1ccc(C)o1)C(=O)O (stereo unspecified),2,-6,17,-1,0,-8,1,3

# Gathered by group, those above containing fluorine.
SMILES,SENP8 block-1,SENP7 block,SENP8 block-2,SENP6 inh,A3G deaminase,Apaf-1 inh,SENP1 FRET inh,UBC13 inh
CCn1c(CNc2ccc(F)cc2)nnc1SCC#N,-2,6,17,1,-1,-11,0,10
CCC/C=C1/CCCOC(C(=O)NCc2ccc(C)o2)(C(F)(F)F)C1 (stereo unspecified),-12,-2,8,4,-11,22,-1,-6

# (listing goes on)
SMILES,SENP8 block-1,SENP7 block,SENP8 block-2,SENP6 inh,A3G deaminase,Apaf-1 inh,SENP1 FRET inh,UBC13 inh
CCCc1nc2ccccc2c(C(=O)OCC(=O)NCc2ccc3c(c2)OCO3)c1CC,-1,1,7,-5,-1,8,0,6
Cc1cc(C)n(C(=O)CNc2ccccc2Cl)n1,2,10,17,16,-4,9,5,0
C/C=C(\C)CN1CCc2cc(OC)c(OC)cc2C1,-2,-7,-43,-6,-8,4,-8,0
CCOC(=O)C1(Cc2cccc(Cl)c2)CCCN(C(=O)c2ccc(C)nc2)C1 (stereo unspecified),-9,-8,6,-12,-4,4,2,-6
COC(=O)C(CC(C)C)NC(=O)c1ccc([N+](=O)[O-])cc1 (stereo unspecified),2,2,43*,-8,-3,-3,2,2
C(#Cc1ccccc1)Cn1nnc2ccccc21,-3,-11,-165,7,-2,-5,1,-2
CC1(C)CC(=O)C2=C(C1)N1C(=C(C#N)C2c2ccc(Cl)cc2)N=C(N)c2ccccc21 (stereo unspecified),-11,4,-5,-5,-11,15,-8,2
CC(C)(C)C1=NN(c2ccc([N+](=O)[O-])cc2)C(c2ccccc2)C1 (stereo unspecified),1,-3,18,-6,-4,24,-51,-2
COc1ccc(OC)c(NC(=O)c2ccc3nc(-c4ccccc4)c(-c4ccccc4)nc3c2)c1,-2,4,·,9,-5,11,·,-3
COc1ccc(NC(=O)c2ccccc2N(Cc2ccccc2)S(C)(=O)=O)c(OC)c1,-2,-1,2,-2,-5,0,5,2
Cc1cc(C(=O)COC(=O)/C=C/c2cccc(Br)c2)c(C)n1C,-8,-1,0,8,-9,20,0,2
O=C(Cn1cnc([N+](=O)[O-])n1)NC1CC1,-4,2,13,-31,-3,2,1,-11
Cc1cc(C)n(CC(=O)NC2CCCc3c2cnn3-c2ccccc2F)n1 (stereo unspecified),-5,6,12,19,24,10,-1,-4
Cc1ccc(N=C2S/C(=C/c3cccc(OCC(=O)O)c3)C(=O)N2C)cc1C,-15,-11,12,-5,-1,14,-2,-16
CN(C(=O)COc1cc(=O)n(C)c2ccccc12)c1ccc(Br)cc1,1,2,7,0,-4,-3,5,10
O=C(N/N=C/c1cc2c(cc1[N+](=O)[O-])OCO2)c1cccnc1,-9,-1,32,2,-1,0,2,-17
CCOC(=O)Cc1csc(NS(=O)(=O)c2ccc(C(F)(F)F)cc2)n1,-4,4,24,-21,14,3,0,1
CCN(CC(=O)Nc1ccc(NC(C)=O)cc1)c1ccc(C(F)(F)F)cn1,-11,-7,2,-11,-6,-6,2,-7
COc1cc(NC(=O)c2sc3ncn(CC(=O)N4CCCC(C)C4)c(=O)c3c2C)cc(OC)c1OC (stereo unspecified),4,12,-3,1,2,8,4,2
CC1(C)Cc2nc3oc4c(N5CCOCC5)ncnc4c3cc2CO1,2,0,-228,3,-6,-6,0,0
O=C(NCCCO)c1cc([N+](=O)[O-])cc2c1C=Cc1ccccc1O2,3,3,21,11,6,-3,4,-2
CCSC1=C(C#N)C2(CCCCC2)C2=C(CC(C)(C)CC2=O)N1,-11,-7,-100,-13,-9,16,-13,11
O=C(N/N=C/c1ccco1)c1ccccc1OCc1ccccc1Cl,3,2,13,14,-3,11,-2,3
O=C(CCN1CCN(c2ccccc2)CC1)N/N=C/c1ccccc1O,-1,-16,-160,-18,-7,-3,-15,-2
Cc1ccc(C)c(Oc2cc(NN3CCCCC3)c([N+](=O)[O-])cc2[N+](=O)[O-])c1,0,8,42*,-8,0,15,3,-2
O=C(O)c1ccccc1SCC(=O)N1CCc2ccccc21,0,3,16,-2,-10,-19,2,1
CN(C)C(CNC(=O)c1cccc(NS(=O)(=O)c2ccc(Br)cc2)c1)c1ccco1 (stereo unspecified),5,2,-8,7,-2,2,0,3
CCOC(=O)c1c(C)[nH]c(O)c1C=Nc1ccc(Cl)cc1,-2,14,-1,22,-4,15,4,-23
CC(=O)c1ccc(N2CCN(C(=O)Cn3c(=S)[nH]c4ncccc4c3=O)CC2)cc1,6,-2,·,-1,-8,2,·,?
O=C(O)CC1(CC(=O)Nc2ccc3sccc3c2)CCCCC1,-7,-9,6,-1,2,0,2,-4
O=C(O)c1cccc2c1C(=O)c1ccccc1C2=O,-4,-1,8,-12,1,3,0,-6
O=C(C1CC1)N1CCC(Oc2cccc(C(=O)N3CCCCC3CCO)c2)CC1 (stereo unspecified),-3,0,21,0,-4,-7,3,2
O=C(C1CCCO1)N1CCN(C(=S)Nc2ccc(Cl)c(Cl)c2)CC1 (stereo unspecified),-9,-3,6,-10,-6,-2,1,-7
Cc1c(C(=O)Oc2ccc(-c3cnc4ccccc4n3)cc2)cccc1[N+](=O)[O-],21,2,-17,24,5,-6,5,-3
O=C(N/N=C/c1ccc(N2CCCC2)c([N+](=O)[O-])c1)c1cccnc1,-13,-8,24,-17,-5,8,1,-97
CCc1ccccc1NC(=O)COc1ccc(N2CC(C(N)=O)CC2=O)cc1 (stereo unspecified),-2,-4,12,-7,-9,-1,4,3
CCOc1ccc(N2C(=O)C3C4C=CC(CC4)C3C2=O)c([N+](=O)[O-])c1 (stereo unspecified),6,2,15,16,-3,1,1,-5
O=C(c1ccc(Cl)cc1)c1oc2ccccc2c1CS(=O)c1ccccc1 (stereo unspecified),1,5,8,4,-5,16,4,16
C/C(=N\NC(=O)c1cc(C)nc2ccccc12)c1ccco1,1,-7,9,-1,-5,1,3,4
CC(C)N(C(=O)COC(=O)c1ccc(Cl)c(S(N)(=O)=O)c1)C(C)C,1,6,2,9,1,-2,0,-3
CC(=O)N1N=C(N)SC12CCCC2,0,-12,2,-10,1,3,0,-4
CC1c2[nH]c3ccccc3c2C[C@H]2C(=O)N(CCO)CC(=O)N12 (stereo partly specified),4,-1,5,7,-9,0,-3,2
CN(Cc1ccccc1)c1ncnc(N)c1[N+](=O)[O-],-9,-5,16,0,-7,9,0,25
CCOC(=O)C1(Cc2cccc(F)c2)CCN(Cc2nc(CC)[nH]c2C)CC1,-10,-10,-314,-30,-11,1,-28,8
Cc1ccc(OC(=O)c2cc(=O)c3ccccc3o2)cc1,-2,8,13,-6,-4,-3,2,10
O=C(Nc1ccc(Cl)cc1)N1CCC(c2nc(-c3ccc(F)cc3)no2)CC1,-14,-11,10,-16,-7,9,2,-1
CS(=O)(=O)N(Cc1ccccc1Cl)c1ccc(C(=O)NCc2cccnc2)cc1,2,3,4,-4,3,4,3,2
CN(C(=O)COC(=O)CN1C(=O)c2cccc([N+](=O)[O-])c2C1=O)c1ccccc1,-5,-9,13,-9,-7,-1,-5,-22
c1ccc(C2=NCCCN2)cc1,3,0,7,-6,-4,-17,5,5
Cc1ccccc1NC(=O)Cc1nc(COC(=O)CCc2ccccc2)cs1,-3,7,1,-5,1,18,-8,11
Cc1ccc(C(=O)N2CCCC(CCC(=O)N3CCN(c4ccccn4)CC3)C2)cc1 (stereo unspecified),-8,10,-8,1,5,7,-3,-6
O=C(Oc1cccc2cccnc12)c1ccc(Br)o1,10,1,14,-1,-4,-15,-1,0
COc1ccc(-c2nc3c4ccccc4ccn3c2C=O)cc1,-11,-3,-276,-17,-7,-16,-1,17
Cc1ccc(-n2ncc3c2CC(C)(C)CC3NC(=O)CCn2cncn2)cc1 (stereo unspecified),-1,6,0,3,-8,1,0,-3
O=C(Nc1cc(C(F)(F)F)ccc1-n1cncn1)c1ccc(-c2ccccc2)cc1,3,11,5,2,-3,33,0,9
Cc1ccc(NC(=O)Nc2cccc(C(F)(F)F)c2)nc1,-10,-4,-3,-6,-2,-8,1,-10
CC(=O)N1CCOc2ccc(S(=O)(=O)NC(C)c3ccccc3)cc21 (stereo unspecified),4,-7,6,5,-10,-5,2,-3
COc1ccc(C)cc1S(=O)(=O)Nc1cccc(Cl)c1,-2,-2,20,-16,-2,2,1,8

# Limited to A3G deaminase and SENP7 block, for some of the entries so far:
Molecule | A3G deaminase | SENP7 block
O=C(Nc1ccc(Cl)cc1)N1CCC(c2nc(-c3ccc(F)cc3)no2)CC1 | -7 | -11
CS(=O)(=O)N(Cc1ccccc1Cl)c1ccc(C(=O)NCc2cccnc2)cc1 | 3 | 3

# Source: PubChem BioAssay
